BRCA1 expr act – BRCA1 expression activation; MCF7-BRCA1-FFLuc reporter, luminescence, 48 h; response scale: scaled: vehicle 0%, 10 µM genistein 100%; Potency, µM (top dose mostly 46.1 µM), for inactives: top-dose activation, hits mostly activators; actives 1.1% (n = 380,000); active = well fitted activation curve with a large enough effect; inconclusive = small, poorly fitted or top-dose-only effect; inactive = no such curve, though single readings can be large or run the other way; note: nearly all actives have a fitted effect of over 80% in size; some results filed as inactive show a strong effect at the top dose
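MCF7-BRCA1-FFLuc, 2000 cells/well; 2 h attach, 37 °C/5% CO2; compound 48 h; luciferase substrate 15 min; luminescence end-point. Norm. to genistein 10 microM max activation and DMSO; concentration-response curves fitted.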
Starred values were filed as active, the others as inactive; ? = inconclusive; & = joins results of further samples. Potency is the fitted concentration of half-maximal effect.

BRCA1 expr act	smiles
-9.1%	CN1OC[C@@H]2CN(S(=O)(=O)c3ccccc3)[C@H](c3ccc(-n4ccnc4)cc3)C[C@@H]21
2.7%	O=C(CSc1nc2c([nH]c3ccccc32)c(=O)n1-c1ccc(Cl)cc1)NCC1CCCO1 (configuration not stated)
-1.6%	O=C(O)C(=Cc1ccccc1Cl)c1ccccc1
5.4%	Cc1ccc(C(=O)NCC(=O)OCC(=O)c2cccc3ccccc23)cc1
0.0%	O=C(COc1ccccc1F)OCc1cc(=O)n2nc(-c3cccs3)sc2n1
8.6%	Cc1ccccc1NC(=O)CSc1nc2ccc(NC(=O)c3cccs3)cc2s1
-10.1%	OB(O)c1cc2ccccc2s1
5.2%	COc1ccc(CN(C)C(=O)/C=C/[C@H]2O[C@@H](n3cc(C)c(=O)[nH]c3=O)C[C@@H]2O)cc1OC

Later entries:
BRCA1 expr act	smiles
18.0%	COc1ccc(CCNC(=O)CCc2c(C)nc3c(c(C)nn3-c3ccc(C)c(C)c3)c2C)cc1OC
-9.2%	CN(C)S(=O)(=O)N(CC(=O)NCCSCc1c(F)cccc1Cl)c1ccccc1
0.0%	Cc1cccc(Cn2cccc2CNS(=O)(=O)c2ccccc2F)c1
-17.7%	Cc1ccc(CN2C(=O)C(CC(C)C)Nc3ncnc(N4CCCCC4)c32)cc1 (configuration not stated)
-2.4%	CCn1c(=N)c(C(=O)NCC2CCCO2)cc2c(=O)n3cc(C)ccc3nc21 (configuration not stated)
-19.0%	CC1CCCN(S(=O)(=O)c2cc(C(=O)NCc3ccccc3Cl)n(C)c2)C1 (configuration not stated)
7.8%	CCc1ccc(NC(=O)CSc2nc3c(sc4ccccc43)c(=O)n2CCN(CC)CC)cc1
-43.6%	CCOC(=O)[C@]12CCC=C1N(Cc1ccc(Cl)cc1Cl)C(=O)[C@H](CC(=O)NCCc1ccccc1OC)C2

New compounds follow
BRCA1 expr act	smiles
-1.6%	CCn1c(=O)c(C(=O)Nc2cc(OC)c(OC)c(OC)c2)nc2ccccc21
-31.9%	CN(C)CCN(Cc1ccco1)C(=O)c1oc2ccccc2c1NC(=O)c1ccccc1
-2.3%	COc1ccc(-c2oc3ncn4nc(COc5cccc(C)c5C)nc4c3c2-c2ccc(OC)cc2)cc1
-2.0%	Cc1cc(NC(=O)CCNS(=O)(=O)c2cccc3nsnc23)ccc1Br
8.2%	COc1ccc(CC(N)c2csc(Nc3ncccn3)n2)cc1 (configuration not stated)
-22.1%	CC1(C(=O)NS(=O)(=O)Cc2cccc(Cl)c2)CCN1C(=O)c1cccc(F)c1 (configuration not stated)
?	CS(=O)(=O)N1CCCCC1c1cc(C(=O)Nc2ccc3c(c2)OCO3)no1 (configuration not stated)
-15.4%	Cc1ccc(NC(=O)Cn2c(=O)n(CCC(=O)NCc3ccccc3Cl)c(=O)c3ccccc32)cc1

The listing continues:
BRCA1 expr act	smiles
0.0%	CCOc1ccc(-c2cc(C(=O)NCc3ccc(C(F)(F)F)cc3)[nH]n2)c(C)c1
0.0%	COc1cc(OC)cc(-c2c(Sc3ccccc3)c3cc(-c4ccc5c(c4)OCCO5)ccc3n2C)c1
0.0%	CCNC(=O)C1CCCN(C(=O)c2ccc3c(c2)OCO3)CC1 (configuration not stated)
-15.9%	CCCS(=O)(=O)NC(=O)C1(C)CCCN(C(=O)/C=C/c2ccccc2)C1 (configuration not stated)
2.4%	CC(C)(C)NC(=O)C1(C)CCC(=O)N1CC(F)(F)F (configuration not stated)
9.0%	Cc1ccc(C)c(N2CCN(C(=O)CN3C(=O)CSc4c3c(C)nn4-c3ccccc3)CC2)c1
27.6%	CCOC(=O)C1(C)CCN1C(=O)c1ccc(C#N)cc1 (configuration not stated)
-39.5%	CCCN1CCC(C(=O)NC(c2ccc(Cl)cc2)c2ccsc2)CC1 (configuration not stated)

In the list so far, these contain a CF3 group.
BRCA1 expr act	smiles
0.0%	CCOc1ccc(-c2cc(C(=O)NCc3ccc(C(F)(F)F)cc3)[nH]n2)c(C)c1
2.4%	CC(C)(C)NC(=O)C1(C)CCC(=O)N1CC(F)(F)F (configuration not stated)

(further entries)
BRCA1 expr act	smiles
-11.8%	Oc1ccc(C[C@@H](CN2CCCC2CN2C(=S)NC[C@@H]2Cc2ccccc2)N2C[C@H](Cc3ccccc3)N(CC3CCCCC3)C2=S)cc1 (some centres not stated)
-6.7%	CCOc1ccc(C(=O)c2oc3ccccc3c2NC(=O)c2cc(-c3ccc(Cl)cc3)on2)cc1
18.1%	OC[C@@H]1CN(C2CCCC2)C[C@H](n2cnc3c(N4CCCC4)ncnc32)O1
-34.5%	COc1cccc(NC(=O)C2CCCN2S(=O)(=O)c2ccc3nc(-c4ccccc4)[nH]c3c2)c1 (configuration not stated)
0.0%	CCOc1ccc(NC(=O)COC(=O)c2ccccc2OCc2ccccc2Br)cc1
14.3%	CCCCn1nnnc1C(c1cc2ccccc2o1)N1CCN(CCN(C)C)CC1 (configuration not stated)
?	CN(C)c1ccc(/C=C/c2cncc3ccccc23)cc1
13.1%	Cc1cccc(-n2ccnc2SCC(=O)Nc2ccccc2C(F)(F)F)c1

Continuation.
BRCA1 expr act	smiles
19.7%	COc1ccc(F)cc1-c1cc(C(=O)NCc2ccccc2)[nH]n1
23.7%	CC(CCl)n1c(=O)c2ccccc2n1S(C)(=O)=O (configuration not stated)
9.0%	COc1ccc(S(=O)(=O)N(C)C[C@@H]2OCc3cn(nn3)CCCC(=O)N([C@H](C)CO)C[C@H]2C)cc1
8.7%	O=C(Nc1ccc(SC(F)F)cc1)c1cc(-c2ccc3c(c2)OCCO3)on1
16.4%	O=S1(=O)CC(N2CC=CC2)CN1Cc1cn(Cc2ccccc2)nn1 (configuration not stated)
-19.3%	CC1(C(=O)Nc2cccc(NS(C)(=O)=O)c2)CCN1Cc1ccccc1OC(F)F (configuration not stated)
-15.8%	CCc1cccc(N2C(=O)CS(=O)(=O)C23C(=O)N(Cc2ccccc2)c2ccc(C)cc23)c1 (configuration not stated)
5.7%	O=C1c2ccccc2C(c2nnnn2-c2ccc3c(c2)OCCO3)N1CCc1c[nH]c2ccccc12 (configuration not stated)

In the list so far, these have a furan ring, fused or not:
BRCA1 expr act	smiles
-31.9%	CN(C)CCN(Cc1ccco1)C(=O)c1oc2ccccc2c1NC(=O)c1ccccc1
-2.3%	COc1ccc(-c2oc3ncn4nc(COc5cccc(C)c5C)nc4c3c2-c2ccc(OC)cc2)cc1
-6.7%	CCOc1ccc(C(=O)c2oc3ccccc3c2NC(=O)c2cc(-c3ccc(Cl)cc3)on2)cc1
14.3%	CCCCn1nnnc1C(c1cc2ccccc2o1)N1CCN(CCN(C)C)CC1 (configuration not stated)

Continued.
BRCA1 expr act	smiles
92.5%	O=C(Nc1nc2c(F)cccc2s1)c1ccc(S(=O)(=O)N2CCOCC2)cc1
17.7%	CCOC(=O)C1(C)CCN1C(=O)c1cccc(OC(F)(F)F)c1 (configuration not stated)
19.6%	COc1ccc(Cn2cc(CN3CC(N4CCN(CCN(C)C)CC4)CS3(=O)=O)nn2)cc1 (configuration not stated)
12.9%	CN(C)CCN1CCN(C2CN(Cc3cn(Cc4ccc(Cl)cc4)nn3)S(=O)(=O)C2)CC1 (configuration not stated)
2.3%	CC1=C(C(=O)N(C(C)C)C(C)C)CC(CC(=O)NC2CC2)C(=O)N1Cc1ccc(C(C)(C)C)cc1 (configuration not stated)
13.8%	COC(=O)c1c(NC(=O)CCCOc2ccccc2)sc2c1CCC(C)C2 (configuration not stated)
14.5%	CC1(C(=O)NS(=O)(=O)c2ccc(C#N)cc2)CCN1C(=O)Cc1ccccc1Cl (configuration not stated)
0.0%	COc1cccc(-c2cnc(C(O)c3ccc(C)cc3C)[nH]2)c1 (configuration not stated)

Additional compounds
BRCA1 expr act	smiles
2.9%&-6.3%	COc1ccc(CNc2nc(N)nc3nc[nH]c23)cc1
16.3%	CCOc1ccc(N(C)S(=O)(=O)c2ccc3c(c2)C(C)(C)C(=O)N3C)cc1
13.2%	O=S1(=O)CC(N2CCSCC2)CN1Cc1cn(Cc2cccc(C(F)(F)F)c2)nn1 (configuration not stated)
-64.3%	CC1=C(C(=O)N(C(C)C)C(C)C)CC(CC(=O)NCc2cccc3ccccc23)C(=O)N1Cc1ccc(C(C)(C)C)cc1 (configuration not stated)
10.3%	NC(CCc1ccccc1)c1csc(NC(=O)NCC2CCCCC2)n1 (configuration not stated)
10.3%	Cc1ccc(NC(=O)Cn2c(=O)n(-c3ccccc3)c(=O)c3ccc(C(=O)NCc4ccc5c(c4)OCO5)cc32)c(C)c1
4.2%	COc1ccc(CNCc2ccc(C(=O)O)s2)cc1
3.5%	CC1=C(C(=O)Nc2cccnc2)C(c2cccc(F)c2)n2nc(SCc3ccccc3)nc2N1 (configuration not stated)

Some of these compounds in order of the BRCA1 expr act value, largest number first:
BRCA1 expr act	smiles
16.3%	CCOc1ccc(N(C)S(=O)(=O)c2ccc3c(c2)C(C)(C)C(=O)N3C)cc1
13.2%	O=S1(=O)CC(N2CCSCC2)CN1Cc1cn(Cc2cccc(C(F)(F)F)c2)nn1 (configuration not stated)
10.3%	NC(CCc1ccccc1)c1csc(NC(=O)NCC2CCCCC2)n1 (configuration not stated)
4.2%	COc1ccc(CNCc2ccc(C(=O)O)s2)cc1
-64.3%	CC1=C(C(=O)N(C(C)C)C(C)C)CC(CC(=O)NCc2cccc3ccccc23)C(=O)N1Cc1ccc(C(C)(C)C)cc1 (configuration not stated)

Continued:
BRCA1 expr act	smiles
-8.4%	CCOC(=O)c1c(N)n(-c2cccc(OC)c2)c2nc3ccccc3nc12
-0.6%	COCCNC(=O)C1CCCN(C(=O)c2ccc3sccc3c2)CC1 (configuration not stated)
-48.8%	Cc1ccc(OC2CCN(C(=O)[C@H]3O[C@@H](n4cnc5c(N)ncnc54)[C@H](O)[C@@H]3O)CC2)cc1
11.6%	CCOC(=O)c1ccccc1NC(=O)CCc1c(C)nc2c(c1C)c(=O)n(C)c(=O)n2C
0.0%	O=C(c1cc2c(=O)oc3ccccc3c2s1)N1CCN(c2ccccc2)CC1
0.0%	CC(=O)Nc1ccc(S(=O)(=O)N2CCN(c3ccc(C(C)=O)cc3)CC2)cc1
23.5%	c1ccc2c(-c3ccc4nncn4c3)cncc2c1
-1.5%	CC(C)c1ccc(NC(=O)Cn2cc(S(=O)(=O)N3CCN(c4ccccc4F)CC3)c3ccccc3c2=O)cc1

The list continues.
BRCA1 expr act	smiles
5.2%	CN1CCN(c2ncnc3c2ncn3[C@H]2CN(Cc3cccnc3)C[C@@H](CO)O2)CC1
-52.0%	CC1(C(=O)NCc2cccs2)Cc2c(-c3ccc4c(c3)OCO4)ccnc2O1 (configuration not stated)
18.2%	COCCNC(=O)c1cccc2c(-c3cccc(C(N)=O)c3)coc12
0.8%	O=C(NCc1ccco1)c1cccc(-c2ccc3nccn3c2)c1
-9.1%	COc1ccc(Nc2c(-c3ccc(F)cc3)nc3nc(C)cc(C)n23)cc1
-22.3%	COc1ccc(-c2noc(CN(C(=O)COc3cc(C)c(Br)c(C)c3)C(C)C)n2)cc1
-9.0%	CCOc1ccc(-n2c(SCC(=O)Nc3ccc(F)cc3)nc3c([nH]c4ccccc43)c2=O)cc1
6.1%	Cc1cccc(Cn2c(=O)n(Cc3ccc(C(=O)NC4CCN(Cc5ccccc5)CC4)cc3)c(=O)c3ccccc32)c1

(next part)
BRCA1 expr act	smiles
-10.3%	OCc1ccccc1-c1nc(NCC2CC2)nc2ccsc12
14.7%	CSc1cccc(N2C(=O)N(Cc3ccc([N+](=O)[O-])cc3)c3ccccc3S2(=O)=O)c1
-7.6%	CC1(C(=O)NCc2cccc(C(F)(F)F)c2)CCN1Cc1ccc(-c2ccccc2)o1 (configuration not stated)
-0.4%	COC(=O)[C@@]1(Cc2ccc(F)cc2)[C@H]2c3cc(C(=O)N(C)C)n(CCO)c3C[C@H]2CN1C(=O)c1ccccc1
-2.8%	COC(=O)c1ccccc1NC(=O)CN1C(=O)COc2ccccc21
-4.9%	CCOC(=O)C1=CCN(S(=O)(=O)c2ccccc2F)C1c1ccc(Cl)cc1 (configuration not stated)
23.9%	COc1ccc([C@H]2CC(=O)C[C@@H](CCn3nnc4ccccc43)O2)cc1
1.3%	Cc1ccc(CNC(=O)CCCCn2c(=O)c3ccccc3n(Cc3c(C)cc(C)cc3C)c2=O)cc1

(listing goes on)
BRCA1 expr act	smiles
-2.9%	CCCN(CCC)C(=O)C1CCCN(S(=O)(=O)c2cc(Br)cc3c2N(C(=O)CC)CC3)C1 (configuration not stated)
-11.9%	COc1ccc(CCNC(=O)CSc2cn(CCNC(=O)c3c(F)cccc3F)c3ccccc23)cc1OC
-51.4%	Fc1ccccc1N1CCN(c2ncnc3onc(-c4cccc(Cl)c4)c23)CC1
0.0%	CCC(c1nnnn1-c1c(C)cccc1C)N1CCN(CCN2CCOCC2)CC1 (configuration not stated)
-9.7%	COc1ccccc1NC(=O)CCNS(=O)(=O)c1ccc2c(c1)CCCC(=O)N2
24.6%	CCCNC(=O)c1cc(C2CCCCN2C(=O)c2ccccc2)on1 (configuration not stated)
7.4%	COc1ccc(S(=O)(=O)NCCc2sc(-c3ccccc3)nc2C)cc1F

Not all compounds are listed; count on the stated rates, not on these rows.
